# Source: PubChem (Sanford-Burnham Center for Chemical Genomics)
# MKP-3 inhibition: inhibition of rat DUSP6 enzyme activity – biochemical, in vitro, primary screen (AID 425). 110,000 tested, 0.17% active. recombinant MKP-3 phosphatase activity, fluorescence; higher % means a stronger effect. inhibition, % at 20 µM; hits with a dose series show IC50 in µM; in the data active = inhibition above about 50%;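 note: plate controls were vehicle for no effect and reference inhibitor for full effect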
# Hsp70 inhibitors: Hsp70 inhibitors, probe displacement, primary screen, biochemical, fluorescence polarization (AID 583); Hsp70 fluorescence polarization probe displacement, mP; higher % means a stronger effect; displacement, % at 20 µM, or IC50 in µM where a hit was titrated; 140,000 tested, 0.06% active; in the data active = displacement above about 50%;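 note: plate controls were vehicle for no effect and reference ligand for full effect; a part of the inactive calls stands beside numbers as strong as those of hits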
# * hit, by the source's call; . = no result given; & = joins results of further samples. Some of the compounds tested; count on the stated rates, not on these rows.
canonical_smiles	MKP-3 inhibition	Hsp70 inhibitors
CCN(CC)S(=O)(=O)c1ccc(Cl)c(C(=O)Nc2ccccc2C(=O)O)c1	3%	0.6%
COc1ccc(OC)c(NC(=O)CC(NCCC2=CCCCC2)C(=O)O)c1 (centres undefined)	-14%	-3.6%
COc1ccccc1-n1c(N)c(C(N)=O)sc1=S	3%	11%
COc1ccc(OC)c(S(=O)(=O)Nc2ccccc2C(F)(F)F)c1	1%	7.0%
c1cc2c(cc1C1CCCCC1)c1c3n2CCCNC3CCC1 (centres undefined)	.	-1.6%
O=C(NCCN1CCN(Cc2ccccc2)CC1)c1cc2c(=O)[nH]c3ccccc3c2s1	.	6.2%
CN1CCN(CCCNC(=O)Cn2ncc3c4ccccc4n(C)c3c2=O)CC1	-15%	1.0%
Cc1ccc(C(C)C)c(OCCN(C)C)c1	.	-8.3%
O=C(NCC1COc2ccccc2O1)c1cc2ccccc2o1 (centres undefined)	.	-2.8%
O=C(c1ccccc1)c1cn[nH]c1-c1ccccc1O	.	-0.8%
COCCNC(=O)c1ccccc1NC(=O)C1COc2ccccc2O1 (centres undefined)	1%	5.0%
CCOc1ncccc1C(=O)OCC(=O)Nc1ncc(C(F)(F)F)cc1Cl	2%	6.9%
CCCNC(=O)c1ccc(-c2nc3ccccc3s2)s1	.	8.4%
COc1ccc(OC)c(NC(=O)c2nnn(CCc3ccccc3)c2N)c1	-5%	2.9%
CCCCNC(=O)c1cc2c(=O)n3cccc(C)c3nc2n(Cc2ccncc2)c1=N	-4%	-0.9%
COc1ccc(-c2ccc(-c3noc(-c4ccc(OC)c(OC)c4)n3)c(OC)n2)cc1	-3%	-24%
Cc1cc(N=Cc2cc(Cl)ccc2O)no1	4%	-6.8%
Cc1ccc(NC(=O)c2c(C)nc(Nc3nc4ccccc4o3)nc2C)cc1	2%	3.9%
Cc1ccnc2nc(C(=O)Nc3ccc(N4CCOCC4)cc3)nn12	.	0.8%
CCn1c(SCc2nc3ccccc3c(=O)[nH]2)nnc1-c1cccnc1	-2%	-2.2%
CCCC(C)NC(=O)c1ccc(Cl)cc1Cl (centres undefined)	-4%	1.2%
CN(C)S(=O)(=O)c1ccc(C(=O)Nc2ccc(F)cc2F)cc1	-5%&2%	4.5%&2.6%
Cc1ccc(-n2c(CCc3ccccc3)nnc2SCC(=O)NCc2ccccc2)cc1C	.	-2.9%
COc1cc(/C=N/NC(N)=O)ccc1O	2%	14%
O=c1cc(N2CCc3ccccc32)[nH]c(=O)n1-c1ccccc1	.	4.4%
N#C/C(C(=O)N1CCOCC1)=C1/SC=C(c2ccccc2)N1c1ccccc1	2%	0.9%
CC(C)OC(=O)CSc1nnc(CNc2nc(-c3ccccc3)cs2)n1C	-4%	0.6%
C=CCSc1nc(N)c2c(C)c(C)sc2n1	-5%	-2.3%
COc1ccc(-c2c(C)n([O-])c(C)c(C)[n+]2=O)cc1	.	-4.1%
O=C(/C=C/Nc1ccccc1O)C(F)(F)F	-2%	2.4%

# Compound profiles (already shown):
# Entry for `Cc1ccc(-n2c(CCc3ccccc3)nnc2SCC(=O)NCc2ccccc2)cc1C` : MKP-3 inhibition = .; Hsp70 inhibitors = -2.9%
# Entry for `N#C/C(C(=O)N1CCOCC1)=C1/SC=C(c2ccccc2)N1c1ccccc1` : MKP-3 inhibition = 2%; Hsp70 inhibitors = 0.9%

# (cont.)
canonical_smiles	MKP-3 inhibition	Hsp70 inhibitors
Cc1ccccc1OCC(=O)O/N=C(\N)c1ccc(Br)cc1	2%	-4.4%
O=C(CSc1nnnn1-c1ccc2c(c1)OCO2)NCc1cccs1	-6%	-8.6%
CCOC(=O)C1=C(C)N=c2s/c(=C\c3ccc(C)o3)c(=O)n2C1c1ccc(SC)cc1 (centres undefined)	3%	.
Cc1nn(C)c(C)c1CNC(=O)c1nn2c(c1Cl)NC(c1cccs1)CC2C(F)(F)F (centres undefined)	5%	-1.7%
O=C(CNC(=O)c1cccs1)OCC(=O)c1ccccc1	.	-1.8%
O=C(/C=C/c1cn(Cc2ccccc2)c2ccccc12)c1ccc(Cl)cc1	-3%	4.8%
CCCCC(=O)NC1(C(F)(F)F)C(=O)N(Cc2ccco2)C(C)=C1C(=O)OC (centres undefined)	-12%	-0.2%
CC(C)COc1ccc(C(=O)Nc2ccc(Br)cc2)cc1	-3%	7.8%
N#Cc1cc2c(nc1SCC(O)CS(=O)(=O)Cc1ccccc1)CCCC2 (centres undefined)	-5%	0.1%
CCOc1ccc(/C=N/NC(=O)c2cc(C3CC3)[nH]n2)cc1	2%	2.0%
CCCCCCC1/C(=N/O)CCC1C(=O)OC (centres undefined)	4%	2.8%
CCCS(=O)(=O)C(=C1Nc2ccccc2N1)S(=O)(=O)CCC	-4%	-6.4%
COc1ccc(C(=O)/C=C/Nc2cc(C)on2)c(OC)c1	1%	-2.2%
O=C1c2ccccc2C(=O)N1c1ccc(S(=O)(=O)N2CCOCC2)cc1	2%	-7.3%
CC(=O)NCCOc1nc(N(C)C)nc(N2CCOCC2)n1	-11%	-2.8%
CCOc1ccc(C(=O)Nc2ccc(I)cc2Cl)cc1	1%	-1.7%
CCCCNC(=O)CC1N=C2c3ccccc3N=C(SCC(=O)Nc3ccc(OC)cc3)N2C1=O (centres undefined)	-2%	1.4%
O=C(Cn1nnc2c(cnn2-c2ccccc2)c1=O)N1CCN(c2ccccc2F)CC1	-8%	-2.5%
COc1ccc(/C=N/Nc2snc(SC)c2C#N)cc1OC	.	-0.6%
CCOC(=O)/C(C#N)=C/NC(=O)NC(C)(C)C	.	0.7%
COCCn1c(SCc2c(F)cccc2Cl)nc2c1c(=O)[nH]c(=O)n2C	-1%	1.9%
COc1ccc(-c2nnc(Nc3ccccc3)c3ccccc23)cc1	-5%	0.8%
COc1ccccc1OCC(=O)Nc1ccc(Nc2ccccc2)cc1	4%	0.0%
CCOC(=O)N1CCN(C(=O)c2ccc(I)cc2)CC1	2%	-0.3%
CC(C)OCC(O)CN (centres undefined)	-18%	-2.8%
Oc1ccc(Nc2nc(N3CCCC3)c3ccccc3n2)cc1	-5%	1.5%
CC1(C)C(c2ccccc2)=NC(c2ccc(C(F)(F)F)cc2)N1O (centres undefined)	-3%	0.8%
CC(=O)Nc1ccc(S(=O)(=O)N2c3cc(C)ccc3C(C)=CC2(C)C)cc1	2%	0.4%
O=C(CCS(=O)(=O)c1ccc(Cl)cc1)Oc1ccc2c(c1)OCO2	2%	4.0%
Nc1c(C(=O)C2CC2)sc2nc3c(cc12)CCC3	0%	4.0%
CCOC(=O)c1c(N)c(C#N)c(C)n1-c1ccc(Cl)cc1	0%	-2.8%
Cc1cc(C)n(-c2ccc(Cl)c(C(=O)OCC(=O)N3CCCCC3C)n2)n1 (centres undefined)	5%	-2.5%
CCc1nnc(NC(=O)CSc2nnc(-c3ccc(OC)cc3)n2C)s1	-9%	-2.8%
CC1Oc2ccccc2N(CC(=O)N2CCCc3ccccc32)C1=O (centres undefined)	-8%	-0.8%
CCCNC(=O)c1cccc(COCC(F)(F)C(F)F)c1	-5%	-1.3%
O=C(NCCc1ccccc1F)C1CCCN1S(=O)(=O)c1ccccc1 (centres undefined)	-4%	-3.2%
CNC(=O)CSc1nnc(COc2ccc(Cl)cc2)n1CCOC	2%	-0.8%
CCOC(=O)c1c(C)[nH]c2cc(Br)c(O)cc12	-14%	4.0%
COc1ccccc1-c1nnc(SCc2ccccn2)n1C	-8%	-1.3%
CC(Oc1ccccc1)C(=O)N1CCN(Cc2ccccc2)CC1 (centres undefined)	0%	-4.2%
Cc1cccn2c(=O)c3cc(C(=O)Nc4ccc(N(C)C)cc4)n(C)c3nc12	12%	1.5%
COc1ccc(/C=C/C(=O)NCCc2nc3ccccc3[nH]2)cc1OC	1%	-3.9%
N#Cc1c2ncn(CC(=NO)c3ccccc3)c(=O)c2c2n1CCC2	3%	-4.6%
CCCCCCCCCn1c2c(c(=N)c3c1CCC3)CCC2	.	2.3%
c1ccc(COc2cccc(CN3CCN(c4ccccn4)CC3)c2)cc1	0%	1.2%
COc1ccc2c(Cl)c(C(=O)Nc3ccc(N4CCOCC4)cc3)sc2c1	2%	-40%
Cc1ccc(-n2c(Cc3cccn3C)nnc2SCC(=O)Nc2ccc3c(c2)OCO3)cc1	-1%	0.9%
Cc1ccccc1N(CC(=O)N1CCc2ccccc2C1)S(C)(=O)=O	2%	0.5%
O=C(NOC(=O)c1ccc(Br)cc1)c1ccc(Cl)cc1	-3%	-3.0%
CCOc1ccc2[nH]c(=O)c(CN(Cc3ccco3)C(=O)c3cccc(F)c3)cc2c1	-1%	-0.8%
Cc1ccc(C(=O)CSc2ncnc3sc4c(c23)CCC(C)C4)cc1 (centres undefined)	.	-3.1%
Cc1nnc(NCc2ccco2)s1	.	-4.5%
COc1cc(NC(=O)c2ccc(Cl)cc2Cl)ccc1NC(=O)c1cc2ccccc2o1	0%	2.6%
Cc1cc(C)n(-c2nc3c(c(=O)n(Cc4ccc(Cl)c(Cl)c4)c(=O)n3C)n2C)n1	-7%	3.6%
CCN(CC)CCCCCOc1cc(C)cc(C)c1C	0%	3.3%
Cc1ccc(P(=Nc2ccccc2)(N2CCOCC2)N2CCOCC2)o1	-1%	-2.8%
COC(=O)c1oc2ccc(Br)cc2c1-n1cccc1	-1%	4.5%
Cc1cc(C)n2cc(CSc3nc4cc(Cl)ccc4o3)nc2n1	-7%	1.1%
Cc1ccc(S(=O)(=O)NCC(=O)OC2CCOC2=O)cc1 (centres undefined)	-1%	1.3%
COCCCC/C(=N\OCCN)c1ccc(C(F)(F)F)cc1	-6%	-3.8%

# Later entries
canonical_smiles	MKP-3 inhibition	Hsp70 inhibitors
O=c1oc2ccccc2c(Nc2cccc3ccccc23)c1[N+](=O)[O-]	.	-4.3%
Cc1nc2c(Br)cc(Br)cc2cc1O	.	6.6%
Cc1n[nH]c(=O)nc1N1CCN(c2ccccc2)CC1	-15%	4.8%
COc1ccccc1OCc1ccc(C(=O)NCC2CCCO2)o1 (centres undefined)	.	-3.7%
c1ccc2[nH]c(NCCCN3CCOCC3)nc2c1	-1%	10%
CCOc1ccc(NC(=O)CSc2ccccn2)cc1	0%	-4.4%
O=c1cc(CSc2nnc(-c3cccnc3)n2-c2ccccc2F)nc2sccn12	.	8.3%
Cc1cc2c(n1-c1ccc(Cl)cc1)CC(C)(C)CC2=O	.	2.8%
COc1ccc(-n2nc3cc(C)c(NC(=O)c4ccc(OC)c(OC)c4)cc3n2)cc1	-1%	-1.6%
O=C(Nc1ccc(Cc2ccncc2)cc1)c1ccc2ccccc2n1	2%	-5.1%
COc1ccc(OC)c2[nH]c(=O)c(CCNC(=O)c3ccc(S(=O)(=O)N4CCCC4)cc3)cc12	-5%	7.2%
CCOC(=O)Cn1c(=O)oc2cc(S(=O)(=O)Nc3ccc(F)cc3)ccc21	-11%	0.8%
CCOC(=O)c1nnn(-c2nonc2N)c1CSc1ccccn1	-2%	6.2%
O=C1NC(=Nc2ccc(O)cc2)CS1	4%	-4.6%
O=C1Nc2ccccc2C1(O)C/C(=N/O)c1ccc(Cl)cc1 (centres undefined)	0%	4.6%
CC(c1nc2ccccc2n1C)C(O)(c1ccccc1)c1ccccc1 (centres undefined)	0%	2.0%
CC(C)CNC(=O)CCCc1c[nH]c2ccccc12	.	3.8%
Cc1cc(C)cc(N2C(=O)CC(Sc3ncn[nH]3)C2=O)c1 (centres undefined)	1%	1.9%
CCOc1ccc(NC(=O)NCC2CCN(c3ccc(OC)cc3)C2)cc1 (centres undefined)	.	-2.5%
COC(=O)c1ccc(/C=C2/SC(=O)N(CNc3ccc(Br)cc3C)C2=O)cc1	7%	1.9%
COC(=O)/C=C1/S/C(=N/NC(=O)c2ccccc2)NC1=O	.	-0.9%
COC(=S)N/C(=N/S(=O)(=O)c1ccc(Br)cc1)c1ccccc1	-1%	-2.1%
CC1CCN(C(=O)Nc2cccc(Cl)c2)CC1	0%	3.4%
c1ccc2sc(SCc3ccc(-c4nnco4)cc3)nc2c1	5%	.
O=C(Nc1ccc(Br)cc1)c1nc[nH]c1C(=O)O	-1%	-2.9%
O=C(CCN1c2ccccc2Sc2ccccc21)OCC(=O)N1CCN(C(=O)c2ccco2)CC1	1%	3.5%
Cc1cc(N2CCN(c3ccccc3)CC2)nc(-c2ccc(Br)cc2)n1	0%	4.3%
CN(C)C(=O)N1CCCC(C(=O)NCc2ccccc2)C1 (centres undefined)	1%	2.6%
COc1ccc(S(=O)(=O)NCc2ccc(C(=O)N3CCN(c4ccccn4)CC3)cc2)cc1	-7%	-1.1%
CCOc1nc(-c2ccccc2)cc(-c2ccc(Br)cc2)n1	1%	-1.1%

# 3 structures out of the list, sorted by molecular weight, highest first:
canonical_smiles	MKP-3 inhibition	Hsp70 inhibitors
O=C(Nc1ccc(Br)cc1)c1nc[nH]c1C(=O)O	-1%	-2.9%
Cc1cc(C)cc(N2C(=O)CC(Sc3ncn[nH]3)C2=O)c1 (centres undefined)	1%	1.9%
CCOc1ccc(NC(=O)CSc2ccccn2)cc1	0%	-4.4%

# (continued)
canonical_smiles	MKP-3 inhibition	Hsp70 inhibitors
CN(c1ccccc1C(=O)NCc1ccccn1)S(C)(=O)=O	-7%	-0.9%
COc1ccc(NC2=CC(=O)CC(C)(C)C2)cc1OC	-11%	2.0%
Cc1cc(C)nc(SC2CCOC2=O)n1 (centres undefined)	-18%	2.7%
O=C(O)CCN1C(=O)NC2(CCCC2)C1=O	-9%	7.2%
COC(=O)C1=CNC=C(C(=O)OC)C1c1cc2c(cc1Cl)OCO2	-1%	-2.0%
CC(=O)Oc1ccc2nc(-c3cccs3)oc(=O)c2c1	.	-2.0%
